# West Nile virus CPE – inhibition of WNV-induced cytopathic effect – cell-based, CPE readout (AID 1621) | CPE inhibition, % at 10 µM; hits with a dose series show IC50 in µM | 290,000 compounds, 0.02% hits | West Nile virus-infected cells, CPE inhibition; higher % means a stronger effect; in the data active = a potency from the dose series; inconclusive = CPE inhibition mostly from about 3.7% at the one dose, without a potency; inactive = the rest, 99 in 100 with CPE inhibition below about 2.2%; note: strong numbers were not always called active
# T cell modulator – T cell immune modulation candidate. 2C CD8+ T cell-vesicle binding, flow cytometry; active compounds read low. calls only at 7 µM. 330,000 compounds, 0.068% hits. AID 2052;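 active = response, share of CD8 T cells binding vesicles, and their 90th percentile fluorescence all below set limits, cut at about 80% in these data, passing the limit was not always enough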
#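 Test system: purified 2C TCR transgenic mouse naive CD8+ T cells. Probe or stimulus: QL9-peptide-loaded Drosophila micro-vesicles bearing Ld, ICAM-1 and B7-1. Incubation: binding step 1.5 h, 37 °C, antibody labelling 20 min, ice. Measured by: flow cytometry of vesicle-bound cells.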
# SV40 large T antigen – SV40 large T antigen inhibitors, biochemical (AID 1903); SV40 large T antigen ATPase/helicase inhibition assay; higher % means a stronger effect; inhibition, % at 20 µM; hits with a dose series show IC50 in µM; 310,000 compounds, 0.39% hits; in the data active = a potency from the dose series; inconclusive = inhibition mostly from about 32% at the one dose, without a potency; inactive = the rest, 99 in 100 with inhibition below about 32%; note: strong numbers were not always called active
# Rac1 GTP hydrolysis – MgcRacGAP GTPase-activating activity inhibitors, confirmation, biochemical, ADP Hunter fluorescence. MgcRacGAP-stimulated Rac1 GTP hydrolysis, ADP Hunter fluorescence; higher % means a stronger effect; GST-tagged Rac1 F28L mutant substrate. inhibition, % at 30 µM; hits with a dose series show IC50 in µM. 340,000 compounds, 0.6% hits;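 active = first-screen hits whose inhibition reached a set limit at any dose in the follow-up dose series; inconclusive = inhibition above the set first-screen limit but never retested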;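 note: fluorescence reports GDP produced by GAP-driven GTP hydrolysis; strong numbers were not always called active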
# Salmonella PhoP GFP – PhoP-dependent GFP reporter repression – Salmonella Typhimurium, primary screen (AID 1863); S. Typhimurium PhoP-regulated promoter GFP reporter, 4 h; higher % means a stronger effect; inhibition, % at 50 µM; hits with a dose series show IC50 in µM; 300,000 compounds, 0.16% hits;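 active = inhibition over 29.93%, a cutoff 3 SD above the screen mean, later confirmed by dose response; inconclusive = inhibition over 29.93% but no dose response follow-up; inactive = inhibition at most 29.93% or unconfirmed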;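 note: 0% = low Mg2+ inducing control and 100% = high Mg2+ repressing control; strong numbers were not always called active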
# Myeloid diff MLP – promotes myeloid progenitor differentiation; ER-HoxA9 myeloid progenitors, lysozyme-GFP differentiation, flow cytometry; calls only at 10 µM; 360,000 compounds, 1% hits;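 active = normalized GFP-positive differentiation at or above the plate's own cutoff, the solvent-only control mean plus 3 SD; inconclusive = no clear call, values can overlap the other calls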;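 note: cells exposed to compound for four days before flow analysis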
# b-catenin transl – beta-catenin nuclear translocation modulation; HeLa beta-catenin nuclear translocation, immunofluorescence imaging; nuclear translocation activity, % at 5 µM; 190,000 compounds, 0.3% hits; AID 1665;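 active = nuclear translocation activity above 50% at 5 µM, with a well cell count of 50 or more; inconclusive = wells under 50 cells across six images, flagged as toxic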;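 note: per-cell ratio of nuclear to cytoplasmic median beta-catenin stain intensity; plate controls were DMSO negative control for no effect and GSK-3 inhibitor IX positive control for full effect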
#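 Technique: fluorescence imaging of beta-catenin antibody stain plus DAPI / Material: human HeLa cell line / Incubation: compound treatment 24 h, 37°C, 5% CO2 / Read-out basis: % activation of per-cell nuclear versus cytoplasmic median beta-catenin signal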
# RSV antiviral HEp-2 – RSV antiviral activity via CPE protection, HEp-2 cells, primary 10 µM value included (AID 2391); HEp-2 cells, RSV-induced CPE inhibition; higher % means a stronger effect; CPE inhibition, % at 10 µM; hits with a dose series show IC50 in µM; 310,000 compounds, 0.13% hits; in the data active = a potency from the dose series; inconclusive = CPE inhibition mostly from about 23% at the one dose, without a potency; inactive = the rest, 99 in 100 with CPE inhibition below about 21%; note: strong numbers were not always called active
# WT yeast gro inh – growth inhibition of WT yeast, mitochondrial fusion screen. mitochondrial fusion phenotypic screen, WT strain. inhibition, % at 10 µM. 190,000 compounds, 2.1% hits. AID 1362; in the data active = inhibition above about 58%; tested in S. cerevisiae
# WT yeast gro inh mutant strain – second read-out of WT yeast gro inh, no call of its own (marks repeat the call); inhibition, %; mitochondrial fusion phenotypic screen, mutant strain inhibition
# b-catenin transl cell count 5 µM – second read-out of b-catenin transl, no call of its own (marks repeat the call); cell count; measured here: cell count, cytotoxicity flag
# T cell modulator vesicle-bound % – second read-out of T cell modulator, no call of its own (marks repeat the call); double positive events, %; measured here: CD8+ vesicle-bound cell fraction;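 binding gate set so that unloaded-vesicle control wells show 10% double positive cells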
# Myeloid diff MLP GFP+ MAC1+ % – further read-out of Myeloid diff MLP, marked with its call; GFP+ MAC1+ double positive, %; measured here: differentiation confirmed by MAC1 staining
# Numbers without * were called inactive; i = inactive; u = inconclusive; x = no result given; + = active, no number; & = joins results of further samples.
SMILES,West Nile virus CPE,T cell modulator,T cell modulator vesicle-bound %,SV40 large T antigen,Rac1 GTP hydrolysis,Salmonella PhoP GFP,Myeloid diff MLP,Myeloid diff MLP GFP+ MAC1+ %,b-catenin transl,b-catenin transl cell count 5 µM,RSV antiviral HEp-2,WT yeast gro inh,WT yeast gro inh mutant strain
Cc1cc2nnc(SCC(=O)NCC(c3ccccc3)N(C)C)n2c2ccccc12 (centres undefined),-1.1%,i,61,4%,7%,-5%,i,1.1,x,x,1.1%,x,x
COC(=O)C1(CCSC)NC(c2ccc(OC)cc2OC)C2C(=O)N(c3cccc(C(C)=O)c3)C(=O)C21 (centres undefined),-0.4%,i,59,7%,0%,1%,i,0.7,x,x,1.5%,x,x
FC(F)(F)c1ccc2c3n(nc2c1)CCN=C3c1ccc(Cl)cc1,x,i,35,8%,7%,x,i,1.4,x,x,4.4%,x,x
Clc1nccc(NCc2ccccc2)n1,x,i,41,15%,-3%,x,i,1.0,x,x,x,x,x
C[C@@H](C(=O)Nc1ccc2c(c1)OCCO2)n1c(=O)[nH]c2ccccc2c1=O,0.3%,i,25,0%,-2%,9%,i,1.7,x,x,0.5%,x,x
CCCCCN(C(=O)CCC(=O)OCc1ccccc1C(F)(F)F)c1c(N)n(CCCC)c(=O)[nH]c1=O,0.0%,i,32,8%,2%,13%,i,1.4,x,x,1.0%,x,x
Cn1c(=O)c2c([nH]c(=S)n2Cc2ccc(Cl)cc2)n(C)c1=O,0.5%,i,48,16µM*,u,-3%,i,0.5,x,x,0.6%,x,x
Cc1cc(C)c(NC(=O)CCCSc2nnc(N)s2)c(C)c1,-1.0%,i,34,-2%,8%,1%,i,1.0,-0.4,997,1.9%,-11,-8
COc1ccc(N=C2S/C(=C\c3ccc(N4CCOCC4)o3)C(=O)N2CCc2c[nH]c3ccccc23)cc1,-1.7%,i,49,6%,u,8%,u,x,x,x,2.5%,31,19
CC(=O)Nc1cccc(/C(C)=N/NC(=O)c2ccc(NS(=O)(=O)c3cccs3)cc2)c1,0.4%,i,45,11%,10%,-7%,i,0.2,-0.8,1274,-0.7%,x,x
CCOC(=O)/C=C1\CC(=O)Nc2cc(C)c(C)cc2N1,1.4%,i,18,9%,12%,7%,i,0.8,3.3,1155,0.5%,6,1
CC(c1ccco1)N(C(=O)c1cc(Cl)cc(Cl)c1)c1ccccn1 (centres undefined),0.0%,i,22,0%,6%,6%,x,x,x,x,4.2%,x,x
Cc1csc(NC(=O)CN2C(=O)C3CC=CCC3C2=O)n1 (centres undefined),-0.2%,i,18,17%,6%,-19%,i,1.1,x,x,-0.2%,12,17
COCCCn1c(SCC(=O)Nc2ccccc2F)nnc1-c1ccoc1C,0.3%,i,22,11%,5%,-2%,i,0.9,x,x,1.2%,x,x
COc1ccccc1C(NC(=O)CC(C)C)c1c(O)ccc2ccccc12 (centres undefined),-0.7%,i,39,8%,0%,-3%,i,0.5,x,x,1.1%,x,x
Cc1ccc(S(=O)(=O)N2CCN(CC(=O)N/N=C\c3ccc(Cl)c([N+](=O)[O-])c3)CC2)cc1,-1.0%,i,46,20%,8%,-2%,i,1.0,0.4,1080,1.2%,2,8
S=c1[nH]nc2n1CCCN2,0.1%,i,23,18%,11%,-14%,i,0.4,-0.6,1287,0.5%,x,x
CCOC(=O)c1nnn(-c2nonc2-n2cccc2)c1CN1CCC(C(=O)OCC)CC1,u,i,32,13%,6%,-6%,i,8.8,x,x,1.3%,18,4
CCN1CCN(c2ccc(S(=O)(=O)N3CCCCC3)cc2NC(=O)/C=C/c2cccc(OC)c2OC)CC1,0.5%,i,2,5%,9%,0%,+,3.1*,x,x,3.3%,x,x
COc1ccc(C(=O)N(C)Cc2nc3ccccc3c(=O)[nH]2)cc1S(=O)(=O)N1CCCC1,x,i,38,x,2%,x,i,0.8,x,x,0.3%,x,x
CCN(CC)C(=O)COC(=O)c1cc(-c2ccc(OC)cc2)nc2ccccc12,-0.2%,i,38,-3%,5%,-4%,u,x,-3.7,1210,4.4%,11,0
Cc1ccc2cccc(NC(=S)NC(=O)c3ccn(C)n3)c2n1,1.0%,i,38,5%,0%,4%,i,8.0,2.4,523,0.6%,11,-5
CC1(C)S[C@@H]2[C@H](NC(=O)Cc3ccccc3)C(=O)N2[C@H]1C(=O)O,0.4%&-0.7%,i,13&12,18%&6%&3%,5%&4%,2%&-4%&1%,i,3.9&0.2,x,x,-0.6%&0.0%,1,-12
CCCN1CCC(=O)N([C@H](CSc2ccccc2)CC(C)C)CC1,-1.1%,i,33,-6%,1%,x,i,0.7,x,x,-1.4%,x,x
Cc1cc(C)c2nc(N3CCC(C(=O)NCCCN4CCCCC4)CC3)sc2c1,-2.1%,i,55,3%,9%,1%,i,1.9,x,x,22%,6,12
Nn1c(SCC(=O)NC2CCCCC2)nnc1-c1ccccc1F,x,i,41,x,1%,x,i,0.7,x,x,1.4%,x,x
O=C(Nc1ccc(C(=O)O)cc1)Nc1ccc([N+](=O)[O-])cc1,-0.7%,i,57,8%,7%,5%,i,0.3,x,x,0.6%,x,x
COc1ccc(C(CNC(=O)c2cccn2C)N2CCOCC2)cc1 (centres undefined),x,i,42,x,6%,x,i,0.5,x,x,-0.7%,x,x
CC(Sc1nc2ccccc2c(=O)n1C)C(=O)NC1CCCCC1C (centres undefined),x,i,18,10%,0%,-3%,i,1.1,x,x,2.3%,x,x
COC(=O)[C@H](Cc1ccccc1)NC(=O)Nc1ccc(C)cc1,-0.2%,i,19,-1%,8%,2%,i,0.5,-0.5,1163,3.1%,4,-19
COc1ccc(NC(=S)N2CCCC(CO)C2)c(OC)c1 (centres undefined),0.3%,i,45,6%,4%,-27%,i,0.3,-0.5,545,-0.1%,-20,-4
COc1ccc(-c2nc(CN3CCC(C(=O)NCC4CCCO4)CC3)c(C)o2)cc1OC (centres undefined),0.0%,i,4,12%,8%,-10%,i,1.2,x,x,1.4%,x,x
CC(C)N(CC(O)COc1ccc(CC(N)=O)cc1)CC(O)COc1ccc(CC(N)=O)cc1 (centres undefined),0.6%,i,49,0%,2%,4%,i,0.8,x,x,0.1%,x,x
CCC1(CC)C(=O)C2=C3C1[C@H](C(=O)OC)C=C(C(=O)OC)C[C@H]3n1c(=O)n(-c3ccccc3)c(=O)n1[C@H]2C (some centres undefined),0.7%,i,33,6%,5%,-7%,i,1.2,x,x,1.8%,x,x
COc1ccc(CN2C(=O)NC3(CCCCCC3)C2=O)cc1F,-0.2%,i,41,2%,4%,2%,i,0.8,-5.5,845,2.0%,-4,5
CCOc1ccc(CCNC(=O)COC(=O)/C=C/c2ccccc2OC)cc1OCC,x,i,41,10%,-6%,-5%,i,0.2,x,x,-2.6%,x,x
Cc1ccc(S(=O)(=O)N(C)C)cc1NC(=S)NC(=O)C12CC3CC(CC(C3)C1)C2,-1.7%,i,44,2%,11%,7%,i,0.8,-2.4,926,2.4%,-4,-8
Cc1nnc(SCC(=O)NCc2ccco2)n1-c1ccc(F)cc1,0.0%,i,6,16%,4%,2%,i,0.4,x,x,2.2%,-6,0
Cc1ccccc1Nc1scc(-c2ccc(Cl)cc2)[n+]1-c1ccccc1C,0.1%,x,x,2%,1%,5%,i,0.1,-3.8,1081,x,59*,7.2*
CCOc1ccc(S(=O)(=O)Nc2ccccc2SC)c2cccnc12,-0.1%,i,30,5%,6%,-3%,i,0.7,x,x,1.4%,37,-14
C[C@H](NC(=O)N1CCC(Cc2ccccc2)CC1)C(=O)O,0.7%,i,58,7%,7%,4%,i,0.7,x,x,0.8%,x,x
COc1ccc(C(=O)NCC(=O)N/N=C/c2cn[nH]c2-c2ccccc2)cc1,0.0%,i,51,4%,7%,0%,i,0.3,-4.0,581,2.4%,-1,-7
Cc1cnc(C)c(N2CCN(Cc3cn(C)nc3-c3cccc(Cl)c3)CC2)n1,-0.3%,i,58,3%,3%,3%,i,0.8,1.9,966,0.2%,-1,-5
Nc1c(C(=O)Nc2ccc3c(c2)OCCO3)nnn1Cc1ccc(F)cc1,x,i,28,15%,10%,6%,i,0.8,x,x,-1.0%,x,x
COc1ccc2[nH]cc(CCNS(=O)(=O)c3ccc(NC(C)=O)cc3)c2c1,0.7%,i,57,26%,x,-1%,i,0.1,-1.5,1157,0.9%,-13,1
N=c1n(CC(=O)c2cccs2)c2ccccc2n1Cc1ccccc1,-0.6%,i,8,5%,9%,-2%,i,0.8,1.6,1223,0.7%,x,x
COC(=O)c1ccc(C(=O)N(C)C2CCCN(Cc3ccccc3F)C2)nc1 (centres undefined),0.0%,i,36,5%,0%,11%,i,0.8,x,x,1.9%,x,x
CSC(=NC#N)N1CCN(c2cccc(Cl)c2)CC1,0.6%,i,17,3%,5%,-4%,i,0.9,x,x,2.3%,17,42
CCN(C(=O)CSc1nnc(C)n1-c1cccc(C)c1)C1CCS(=O)(=O)C1 (centres undefined),x,i,25,x,2%,x,i,0.6,x,x,0.3%,x,x

# Given field by field: part of the list above.
Nc1c(C(=O)Nc2ccc3c(c2)OCCO3)nnn1Cc1ccc(F)cc1
  West Nile virus CPE: x	T cell modulator: i	T cell modulator vesicle-bound %: 28	SV40 large T antigen: 15%	Rac1 GTP hydrolysis: 10%	Salmonella PhoP GFP: 6%	Myeloid diff MLP: i	Myeloid diff MLP GFP+ MAC1+ %: 0.8	b-catenin transl: x	b-catenin transl cell count 5 µM: x	RSV antiviral HEp-2: -1.0%	WT yeast gro inh: x	WT yeast gro inh mutant strain: x
C[C@H](NC(=O)N1CCC(Cc2ccccc2)CC1)C(=O)O
  West Nile virus CPE: 0.7%	T cell modulator: i	T cell modulator vesicle-bound %: 58	SV40 large T antigen: 7%	Rac1 GTP hydrolysis: 7%	Salmonella PhoP GFP: 4%	Myeloid diff MLP: i	Myeloid diff MLP GFP+ MAC1+ %: 0.7	b-catenin transl: x	b-catenin transl cell count 5 µM: x	RSV antiviral HEp-2: 0.8%	WT yeast gro inh: x	WT yeast gro inh mutant strain: x

# Screening data (PubChem BioAssay)
